Source: PubChem
MmCpn inh – blocks the Methanococcus maripaludis chaperonin Mm-Cpn; purified Mm-Cpn ATPase, ADP Transcreener TR-FRET; Potency, µM (top dose mostly 76.9 µM), for the others: at the highest dose activity, negative = inhibition, usual class: inhibitors; 330,000 compounds, 0.031% hits; further: potency means the concentration at half of the fitted maximal effect; on the % scale 0 is the no-effect control and ±100 the full control effect; nearly all actives have a fitted effect of over 80% in size
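Reaction buffer contained 30 mM Tris pH 7.4, 100 mM KCl, 5 mM MgCl2 and 1 mM DTT. Mm-CPN (25 nM final) hydrolysed 10 uM ATP over 30 min at 37°C; ADP was read by HTRF.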
EPAC2 ag – agonists of human EPAC2 (RAPGEF4). EPAC2 activation, biochemical qHTS; response scale: 100% = 6.5 mM cAMP response. Potency, µM (highest dose often 154 µM), for inactives: at the highest dose activation, usual class: activators. 360,000 compounds, 0.079% hits; further: potency means the concentration at half of the fitted maximal effect; nearly all actives have a fitted effect of over 50% in size
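Guanine nucleotide exchange by EPAC2 is measured as reduced fluorescence of BODIPY-GDP once it is released from 250 nM Rap1B. Plates are read kinetically for 30 min at room temperature; results are scaled to 6.5 mM cAMP.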
D3 antag – antagonists of human D3 dopamine receptor; D3R cells, DiscoveRx beta-arrestin luminescence, antagonist mode; stronger effect = lower value; max response, negative = inhibition, %; 360,000 compounds, 2.5% hits; in the data active means max response below about -50%; inconclusive means no clear call, values can overlap the other calls; further: on the % scale 0 is the no-effect control and ±100 the full control effect; mostly tested at two doses, the higher about 12 µM
Target sequence (P35462 whole entry, looked up): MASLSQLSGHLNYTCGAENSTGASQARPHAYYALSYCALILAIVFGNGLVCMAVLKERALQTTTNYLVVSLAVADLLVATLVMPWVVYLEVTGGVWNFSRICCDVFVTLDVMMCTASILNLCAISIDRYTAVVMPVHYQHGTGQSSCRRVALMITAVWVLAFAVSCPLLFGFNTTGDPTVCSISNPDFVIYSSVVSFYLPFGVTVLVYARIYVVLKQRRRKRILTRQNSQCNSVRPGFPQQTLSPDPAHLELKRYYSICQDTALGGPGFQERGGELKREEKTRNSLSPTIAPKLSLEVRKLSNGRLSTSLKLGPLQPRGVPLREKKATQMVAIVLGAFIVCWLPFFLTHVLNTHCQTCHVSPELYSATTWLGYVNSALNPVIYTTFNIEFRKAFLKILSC
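Cells expressing the human receptor were seeded at 1500 cells/well, incubated overnight at 37 degrees C in 5% CO2, then exposed to library compounds with dopamine controls for 90 minutes at 37 degrees C before luminescent detection.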
CCT modulator – changes cytosolic chaperonin activity | 360,000 compounds, 0.3% hits | purified chaperonin ATPase assay, HTRF ADP detection, 30 min | activity change, % (test concentration not listed), hits read low; in the data active means activity change below about -30%; further: on the % scale 0 is the no-effect control and ±100 the full control effect
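ATPase activity: ADP formed was measured by HTRF Transcreener (665/615 nm ratio) after 30 min at 37 deg C with 10 uM ATP. Compounds screened at one 76 uM concentration against 40 or 20 nM TRiC in Tris pH 7.4/KCl/MgCl2/DTT buffer.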
PTHR1 ag – activates the human parathyroid hormone receptor PTHR1. Q03431. HEK293 GP2 PTHR1 cells, GloSensor cAMP luminescence, 1 h. Potency, µM (top dose mostly 115 µM), without a hit: at the highest dose activation, actives largely listed as activators. 410,000 compounds, 0.075% hits; further: potency means the concentration at half of the fitted maximal effect; nearly all actives have a fitted effect of over 55% in size; some results filed as inactive show a strong effect at the top dose; inactives centre near -15; many of its hits are not listed in these tables
Target sequence (Q03431 whole entry, looked up): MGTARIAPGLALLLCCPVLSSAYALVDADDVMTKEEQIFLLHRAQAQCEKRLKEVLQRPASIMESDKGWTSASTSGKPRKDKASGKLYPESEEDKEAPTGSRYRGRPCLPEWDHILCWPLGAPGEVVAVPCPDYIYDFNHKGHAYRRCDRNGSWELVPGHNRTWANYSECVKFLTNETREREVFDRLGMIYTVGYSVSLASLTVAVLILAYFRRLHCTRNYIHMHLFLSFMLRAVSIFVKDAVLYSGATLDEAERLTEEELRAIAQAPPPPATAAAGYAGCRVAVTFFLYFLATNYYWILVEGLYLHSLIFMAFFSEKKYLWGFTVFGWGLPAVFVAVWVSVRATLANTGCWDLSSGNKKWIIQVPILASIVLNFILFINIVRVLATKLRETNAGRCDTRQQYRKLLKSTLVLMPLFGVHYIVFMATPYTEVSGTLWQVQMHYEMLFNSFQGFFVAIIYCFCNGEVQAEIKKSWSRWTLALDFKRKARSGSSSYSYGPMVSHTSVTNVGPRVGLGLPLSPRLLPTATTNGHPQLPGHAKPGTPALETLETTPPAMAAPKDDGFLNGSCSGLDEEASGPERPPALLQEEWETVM
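HEK-293-derived GP2 cells expressing PTHR1 and a GloSensor cAMP reporter, 3,000/well, plated overnight, given luciferin plus IBMX (each 0.5 mM as added) for 1 h at 37 °C, then compound for 1 h at 37 °C. Luminescence was read after 15 min at room temperature.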
EPAC2 antag – EPAC2 (human) antagonism | 360,000 compounds, 0.18% hits | EPAC2 GEF exchange of Rap1B-BODIPY-GDP, fluorescence | Potency, µM (doses to about 114 µM), inactives show at the highest dose activity, negative = inhibition, most hits filed as inhibitors | Q8WZA2 | AID 720708; further: potency means the concentration at half of the fitted maximal effect; on the % scale 0 is the no-effect control and ±100 the full control effect; nearly all actives have a fitted effect of over 45% in size; many of its hits are not listed in these tables
pAkt inh – blocks phosphorylation of Akt; AID 651550; Neuro2A IGF-stimulated pAkt S473 HTRF, 20 min; stronger effect = lower value; activity change, % for hits at 50 µM; 360,000 compounds, 0.32% hits; in the data active means activity change below about -80%; inconclusive means mostly about -51% to -80%; further: on the % scale 0 is the no-effect control and ±100 the full control effect
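Single-point screen (50 µM final compound) in Neuro2A cells stimulated 20 min with 6 nM IGF at 37 deg C. After lysis, Ser473-phosphorylated Akt read by HTRF (ex 330 nm, em 615/665 nm) as the 665/615 ratio.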
D3 ag – agonists of human D3 dopamine receptor; D3R DiscoveRx beta-arrestin cells, luminescence, 90 min; max activation, %; 410,000 compounds, 0.58% hits; P35462; AID 652048; in the data active means max activation above about 30%; further: 0% is about no effect; mostly tested at two doses, the higher about 12 µM
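Agonist mode: compounds and dopamine controls were applied to plated cells for 90 min at 37 degrees C after an overnight attachment at 1500 cells/well. Luminescent read-out followed 30 - 60 minutes at room temperature with DiscoveRx detection reagent.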
Starred values were filed as active, the others as inactive; i = inactive; ? = inconclusive; nt = not tested or not shown; & = joins results of further samples; [ ] = another dose, or the depositor's remark. Unless noted, the call rests on the fitted dose curve; in most records, active means well fitted curve in the direction sought with a large enough effect; inconclusive means small, poorly fitted or top-dose-only effect, or another doubt; inactive means no such curve, though single readings can be large; an effect the other way counts as inactive or inconclusive.

Compound	MmCpn inh	EPAC2 ag	D3 antag	CCT modulator	PTHR1 ag	EPAC2 antag	pAkt inh	D3 ag
COc1ccc(-c2nnc(NC(=O)C(C)C)s2)c(OC)c1	2%	12%	-11	-2.0	i	3%	i	-4
O=C(CSc1nc(=O)n2cc(Cl)ccc2n1)Nc1cccc2ccccc12	-1%	1%	-18	2.8	-28%	15%	i	-26
O=C(COC(=O)CSc1ccc(Cl)cc1)NCCc1ccccc1	-3%	-5%	6	-1.1	-3%	-17%	i	-3
O=C(CNc1ccccc1)c1ccc([N+](=O)[O-])cc1	-3%	-5%	-6	-0.5	-9%	-2%	i	-4
O=C(CSc1nnnn1-c1cccnc1)Nc1ccc(F)cc1F	1%	1%	-6	-2.1	20%	-15%	i	6
COC(=O)c1c(C(=O)OC)c(-c2ccc(OC)cc2)n2c1CCC2	0%	13%	2	2.9	-23%	-16%	i	-2
COc1ccc([C@H]2CC(=O)C=C(c3ccccc3)C2)cc1OC	-1%	3%	13	-1.2	i	-29%	i	14
O=C(O)CSCC(=O)N1CCCN(c2nc3ccc(Cl)cc3s2)CC1	-16%	12%	-15	0.1	-4%	3%	i	-1
CCOc1ccc(NC(=O)NC(=O)N(C)S(=O)(=O)c2ccc(C)cc2)cc1	-1%	13%	-7	-3.1	i	3%	i	4
C=CCn1c2ccccc2c2nnc(SCC(=O)Nc3cc(C)on3)nc21	-2%	-7%	?	-0.1	-13%[57.5 µM]	5%	i	-13
CC(=O)Nc1ccc(N/C(C)=C/C(=O)c2cccnc2)cc1	2%	-2%	4	-0.1	i	5%	i	4
COc1cccc(C(O)c2nc(-c3ccccc3)cs2)c1 (stereo not given)	nt	19%	0	-1.0	-49%[inhibitor]	7%	i	-4
Cc1ccc(S(C)(=O)=O)cc1C(=O)N1CC(C(N)=O)Oc2ccccc21 (stereo not given)	-2%	0%	-3	0.5	i	2%	i	4
O=C(CSC1CC(=O)N(CCc2ccccc2)C1=O)Nc1ccc(Cl)cc1 (stereo not given)	0%	17%	-3	-3.0	-5%	-12%	i	3
CCOC(=O)C1CCCN(CCC(=O)Nc2cc(C)cc(C)c2)C1 (stereo not given)	-5%	3%	-24	2.3	-17%	8%	i	-16
O=C(Nc1cc2c3c(c1)CC(=O)N3CCC2)c1c(F)cccc1F	-2%	1%	5	2.2	-22%	4%	i	2
CCCCNC(=O)c1cn(CC(C)C)c(=O)c2c1c1ccccc1n2C	1%	19%	2	-0.5	i	30%[activator]	i	5
COc1ccc2nc(SC(C)C(=O)NCC(=O)Nc3ccc(F)c(F)c3F)[nH]c2c1 (stereo not given)	2%	5%	-1	-1.3	-21%	-16%	i	7
Cc1noc(C)c1S(=O)(=O)N1CCCC1C(=O)NC(C)(C)C (stereo not given)	-2%	4%	6	-1.3	i	-1%	nt	-4
COC(=O)[C@H](Cc1ccccc1)NC(=O)NCCC1=CCCCC1	-1%	3%	-17	2.1	-29%[57.5 µM]	-3%	i	1
COc1cc(NC(=O)Cn2nc(C(F)(F)F)c(Br)c2C)cc([N+](=O)[O-])c1	?	-17%	-14	1.6	-43%[inhibitor]	-13%	i	0
CCN(CC)C(=O)CSc1nnc(-c2ccc(F)cc2)n1N	0%	17%	?	-2.7	-3%	1%	i	-15
CCOc1ccc(C(=O)NCC(=O)OCC(=O)N2CCCC2)cc1	-4%	7%	-5	1.9	-38%[inhibitor]	11%	i	1
CCOC(=O)CNC(=O)C1CCCN(c2ncccn2)C1 (stereo not given)	-1%	6%	22	-1.2	-28%	-11%	i	-9
O=C(CN1C(=O)c2cccc3cccc(c23)C1=O)N1CCN(c2ccccn2)CC1	-2%	10%	-4	-5.2	i	0%	i	-1
Cc1ccc(N(CC(=O)NCc2ccc(F)cc2)S(=O)(=O)c2c(C)nn(C)c2C)cc1	-1%	-4%	12	0.4	-41%&-42%[inhibitor]	-3%	i	-12&-3
COC(=O)C(C)N(C#N)c1nc(C)nc(C)n1 (stereo not given)	0%	11%	-15	-1.6	i	5%	i	15
CCCn1c(N)c(C(=O)CSc2nc(C)cs2)c(=O)[nH]c1=O	0%	4%	18	-0.9	i	-3%	i	4
O=C(/C=C/c1ccc(OC2CSC2)cc1)c1ccc(Cl)cc1	-1%	-4%	-11	0.2	-43%[inhibitor]	-2%	i	-8
c1ccc(C2=NCCCN2)cc1	-1%	8%	10	-4.2	i	0%	i	8
COc1ccc(-c2cc(C(F)(F)F)nc(SCCC(=O)Nc3cc(C)on3)n2)cc1	nt	-13%	9	-2.9	i	12%	i	4
Nc1nc2ncc(C(=O)c3cc(Cl)cc(Cl)c3O)cc2s1	-4%	9%	5	-3.7	i	-14%	i	6
CCc1nc2ccc(C(=O)NCCCn3ccnc3)cn2c1N(CC)CCOC	nt	-1%	20	-0.6	i	5%	i	4
O=C(N/N=C/c1c(F)cccc1Cl)C(=O)N1CCCCCC1	2%	16%	-3	-4.3	-9%	3%	i	4
COc1ccc(-c2cc(=O)oc3c(O)c(O)ccc23)cc1	-1%	2%	15	-0.4	-18%	-16%	i	7
Cc1cc(C)nc(-n2ncc(C#N)c2N)n1	0%	4%	9	-12	i	6%	i	0
Cc1nn(-c2ccccc2)c(C)c1/C=N/NC(=O)CSc1nnc(SCc2ccccc2Cl)s1	1%	5%	2	-1.7	i	-10%	i	-2
CCSc1nnc(NC(=O)Cc2cc(OC)c(OC)c(OC)c2)s1	-2%	0%	1	-3.9	-27%	?	i	1
Cc1ccc2nc3c(cc(C(=O)NCCc4ccccc4)c(=N)n3CCCN3CCOCC3)c(=O)n2c1	0%	-4%	-2	2.4	-19%	2%	i	0
CN1CCN(c2cc(N3CCN(C(=O)c4ccco4)CC3)c3c4c(onc24)-c2ccccc2C3=O)CC1	-10%	7%	-11	-1.1	i	-13%	i	-5
Cn1c(=O)cc(-c2ccccc2)c2ccccc21	1%	1%	-24	-0.7	i	0%	i	-2
O=C(CC(CC(=O)c1ccc(Br)cc1)c1cccnc1)c1ccc(Br)cc1	-2%	11%	-6	-0.2	-32%	0%	i	-2
CSc1nc2[nH]c(=O)[nH]c2c(=O)[nH]1	nt	18%	0	0.6	-20%	12%	i	-8
O=C(CSCc1ccccc1)N1CCN(c2cccc(C(F)(F)F)c2)CC1	-3%	-7%	-4	0.9	i	-5%	i	1
C=CCNC(=S)NNc1ncnc2sc3c(c12)CC(C)(C)OC3	1%	-1%	?	0.2	i	20%	i	-11
O=C(Cc1cccs1)N(CC1CCCO1)C1(C(=O)NC2CCCC2)CCCCC1 (stereo not given)	1%	-5%	-13	2.4	-6%	-6%	i	-5
CCOC(=O)N1CCN(C(=O)CSC2=NS(=O)(=O)c3cc(F)ccc3N2)CC1	0%	5%	8	-1.9	i	9%	i	-2
CC(=O)Nc1ccc(C(=O)N2c3ccccc3N=C(c3ccc4c(c3)OCO4)C2C(=O)NCc2ccccc2)cc1 (stereo not given)	nt	13%	-25	nt	i	-3%	i	-12

Entries of single compounds, quoted from the list. Screens in order: MmCpn inh, EPAC2 ag, D3 antag, CCT modulator, PTHR1 ag, EPAC2 antag, pAkt inh, D3 ag
Listed for `CSc1nc2[nH]c(=O)[nH]c2c(=O)[nH]1` : nt, 18%, 0, 0.6, -20%, 12%, i, -8
Listed for `CC(=O)Nc1ccc(C(=O)N2c3ccccc3N=C(c3ccc4c(c3)OCO4)C2C(=O)NCc2ccccc2)cc1` (stereo not given) : nt, 13%, -25, nt, i, -3%, i, -12

Further compounds follow.
Compound	MmCpn inh	EPAC2 ag	D3 antag	CCT modulator	PTHR1 ag	EPAC2 antag	pAkt inh	D3 ag
COc1cc(C(=O)O)ccc1Cl	2%	0%	-1	0.6	i	0%	i	-14
CN1CCN(c2ccc(-c3ccc4ccccc4n3)cc2)CC1	1%	0%	3	1.0	-21%	11%	i	-5
CCN(CC)C(=O)[C@H]1C[C@H](CC(=O)NCCCN(C)C)C(=O)N2CCc3c([nH]c4cc(-c5ccco5)ccc34)[C@]12C	-1%	5%	16	-0.2	i	16%	i	-1
C#CCOCCOCCOCCNc1nc(N2CCOCC2)nc(N2CCN(C(=O)[C@H](CCC(=O)O)n3cc([C@@H](N)CCCCN)nn3)CC2)n1	3%	14%	28	-0.5	i	3%	i	1
CC(C)S(=O)(=O)N1CCN(c2ccnc3cc(Cl)ccc23)CC1	2%	-8%	-8	0.6	i	-2%	i	-2
O=S1(=O)CCO[C@H]2Cc3ccccc3[C@H]2N1Cc1ccccc1	2%	-4%	2	-1.6	i	-14%	i	1
Cc1cccn2c(=O)c3cc(C(=O)N4CC(C)CC(C)C4)sc3nc12 (stereo not given)	0%	2%	-7	-2.8	-54%[inhibitor]	-27%	i	1
Cc1c(C(=O)OC(C)C(=O)N(C)Cc2ccccc2)oc2ccccc12 (stereo not given)	1%	3%	-5	1.7	-38%[inhibitor]	-14%	i	5
O=C(CNC(=O)c1cccs1)NCC(=O)OCc1ccc(F)cc1	0%	15%	9	2.0	-22%	-2%[57.1 µM]	i	0
Cc1c(C(=O)N2CCC(C)(C(=O)NS(=O)(=O)C3CC3)C2)oc2ccccc12 (stereo not given)	nt	13%	-11	0.2	-19%	-1%	i	4
O=C(CNC(=S)N(Cc1ccccc1)Cc1cccs1)NCc1ccc(F)cc1	1%	12%	5	1.4	-22%	-14%	i	1
COc1cc(OC)cc(C(=O)NCC(=O)NCC(c2ccco2)N2CCCCC2)c1 (stereo not given)	1%	13%	2	-3.6	i	-2%	i	-5
O=C(c1ccco1)N1CCN(C(=O)c2cnn3c(C(F)(F)F)cc(-c4cccs4)nc23)CC1	-1%	-5%	16	-30	-16%[57.5 µM]	1%	i	14
COc1ccc(/C=C/C(=O)OCC(=O)Nc2cccc(S(=O)(=O)NC3=NCCCCC3)c2)cc1	1%	3%	-10	-1.1	16%	-29%	i	-1
COC(=O)N=Nc1c(O)[nH]c2ccc(Br)cc12	-4%	8%	-25	0.3	i	4%	i	-13
COCC(=O)NCc1ccc2c(c1)cc(C)n2C	-1%	4%	1	1.1	-17%	-11%	i	-13
N#CCC(=O)Nc1nc(-c2ccc3c(c2)OCCO3)cs1	-2%	5%	-29	-1.1	-19%	6%	i	-2

An excerpt; count on the stated rates, not on these rows.
